Assay outcomes from PubChem BioAssay.
Vif inh = HIV Vif self-association inhibitors, primary screen, imaging, HEK293T, single point; HEK293T cells, Vif self-association by quenched fluorescence, 24 h; inhibition, % at 7.49 µM; 340,000 tested, 0.35% active; in the data active means inhibition above about 50%, passing the limit was not always enough; further: some results filed as inactive read as strong as hits
aDG glyco up = activators of alpha-DG glycosylation, primary screen, uHTS, Pro5-aDG cells, AlphaScreen; alpha-DG glycosylation AlphaScreen (IIH6); 0% Pro5, 100% B10-LARGE cell signal; activation, % at 10 µM; 360,000 tested, 0.22% active; AID 624168, 2012;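 active means activation of at least 8% versus controls, or a plate z-score of at least 8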;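 further: Pro5 are CHO cells carrying HIG-tagged alpha-DG that lacks glycosylation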
hiPSC survival = enhancers of single-cell hiPSC survival, primary screen, ATPlite luminescence; survival enhancement, % at 20 µM; 100% = ROCK inhibitor wells, 0% = DMSO; 360,000 tested, 0.044% active; in the data active means survival enhancement above about 18%;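 further: cells exposed to compounds for 16 hours before the ATP read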
N-glyco inh = increase of ERlucT glycosylation luciferase signal, primary screen, N-linked glycosylation inhibitor project, D54 ERlucT cells, luminescence, set 2 | 360,000 tested, 0.23% active | reporter increase, % at 12.5 µM | D54 ERlucT glycosylation luciferase reporter, 24 h; percent of 100 nM tunicamycin response | AID 588692, 2011;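 active means mean luciferase reporter signal, scaled so untreated is 0 and the glycosylation-blocking control 100, at or above a set limit in every replicate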;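 further: luciferase carries N-glycosylation sites so blocking glycosylation raises the light; 0% = median of neutral control wells and 100% = median of 100 nM tunicamycin wells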
CaV13 ICDI inh = Disruptors of the CACNA1D IQ motif to Ca2+-dependent inactivation inhibitor domain association, primary screening, Förster resonance energy transfer in intact living … | HEK cells, CFP/YFP FRET ICDI-IQ, plate reader, 10 min; percent FRET-ratio fall versus neutral wells | inhibition, % at 12.3 µM | 340,000 tested, 0.098% active | AID 743397;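 active means mean replicate inhibition of at least 30% and at least 1% of replicates passing that level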;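 further: 0% = median of the neutral control wells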
H9c2 protect = cardioprotection against H2O2-induced cell death, primary screen, uHTS, H9c2 cells, ATPLite luminescence; protection from H2O2 cell death, % at 20 µM; H9c2 cardiomyocytes, H2O2 injury protection, 2 h; 360,000 tested, 0.63% active; AID 588492, 2011;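 active means compounds giving at least 50% protection of heart cells from peroxide-induced death in the single-dose screen, raw or plate-pattern-corrected value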;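 further: 0% = DMSO wells with peroxide and 100% = DMSO wells without peroxide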
PDI inh = inhibitors of human PDI, primary screen, biochemical, turbidity, single point, plate reader. 350,000 tested, 0.052% active. AID 588391, 2011. inhibition, % at 10 µM. PDI insulin aggregation turbidity, A650, 90 min. Protein disulfide-isomerase (Homo sapiens), P07237;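 active means mean inhibition across replicates of 30% or more, whatever share of single replicates reach that level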;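 further: absorbance from insulin aggregation driven by PDI reduction with DTT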
Target sequence (P07237 whole entry, looked up): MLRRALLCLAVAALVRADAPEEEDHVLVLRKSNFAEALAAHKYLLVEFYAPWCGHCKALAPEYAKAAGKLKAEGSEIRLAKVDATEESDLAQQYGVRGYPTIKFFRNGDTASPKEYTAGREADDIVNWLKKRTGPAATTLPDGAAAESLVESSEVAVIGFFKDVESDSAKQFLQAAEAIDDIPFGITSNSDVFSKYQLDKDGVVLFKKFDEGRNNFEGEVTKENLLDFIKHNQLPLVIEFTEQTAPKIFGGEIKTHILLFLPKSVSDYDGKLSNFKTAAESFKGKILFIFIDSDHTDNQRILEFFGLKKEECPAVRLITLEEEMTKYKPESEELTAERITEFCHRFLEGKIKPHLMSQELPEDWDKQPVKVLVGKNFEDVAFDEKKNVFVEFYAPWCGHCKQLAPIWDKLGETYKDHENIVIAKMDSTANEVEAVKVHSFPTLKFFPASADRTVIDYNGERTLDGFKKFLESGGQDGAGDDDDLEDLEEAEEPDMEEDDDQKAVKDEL
m5-HT2A agonist = mouse Htr2a agonists via beta-arrestin recruitment, primary screen, cell-based, luminescence. 360,000 tested, 0.66% active. activation, % at 7.6 µM. 5-hydroxytryptamine receptor 2A (Mus musculus), P35363. CHO-K1 mHTR2A beta-arrestin complementation; percent of 30 µM serotonin response. AID 624169, 2012;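 active means activation above a run cutoff, the mean activation of all tested compounds plus 3 SD, cut at about 14% in these data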;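 further: 0% = plate median of compound wells and 100% = 30 µM serotonin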
Target sequence (P35363 whole entry, looked up): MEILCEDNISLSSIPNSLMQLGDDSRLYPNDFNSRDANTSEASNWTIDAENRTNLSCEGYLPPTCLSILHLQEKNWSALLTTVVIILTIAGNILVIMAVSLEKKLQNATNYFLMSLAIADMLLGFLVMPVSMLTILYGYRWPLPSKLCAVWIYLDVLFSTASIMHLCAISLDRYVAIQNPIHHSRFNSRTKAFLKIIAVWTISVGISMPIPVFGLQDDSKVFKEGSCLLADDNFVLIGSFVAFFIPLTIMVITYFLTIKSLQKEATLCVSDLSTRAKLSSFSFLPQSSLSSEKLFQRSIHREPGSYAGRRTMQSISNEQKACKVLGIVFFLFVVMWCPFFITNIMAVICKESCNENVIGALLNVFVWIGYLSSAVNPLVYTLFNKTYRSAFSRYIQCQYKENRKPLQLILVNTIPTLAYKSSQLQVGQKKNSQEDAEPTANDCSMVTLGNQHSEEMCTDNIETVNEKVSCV
Exocytosis inh = LAMP-1 surface exposure blockers, TALL-104 cells – cell-based, flow cytometry, MLPCN library, primary screen; TALL-104 LAMP-1 surface exposure; cells stimulated with thapsigargin and PMA; inhibition, % at 10 µM; AID 651702, 2012; 360,000 tested, 0.66% active;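 active means inhibition above about 55%, limit read from the data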
ABCB6 inh MLPCN = ABCB6 transporter inhibitors, primary screen, K562-ABCB6 cells, flow cytometry, MLPCN library; ATP-binding cassette sub-family B member 6 (Homo sapiens), Q9NP58; K562-ABCB6 porphyrin accumulation, 1 h; hits give low values; fluorescence ratio to DMSO, % at 10 µM; 360,000 tested, 0.19% active;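 active means fluorescence ratio to DMSO below 75%, the collection mean minus 3 SD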;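 further: signal is porphyrin accumulated inside mitochondria; 100% equals median channel fluorescence of DMSO control wells; lower ratio means ABCB6 inhibition with less porphyrin fluorescence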
Active calls of the source: *; i = inactive; . = not tested or not shown.

SMILES	Vif inh	aDG glyco up	hiPSC survival	N-glyco inh	CaV13 ICDI inh	H9c2 protect	PDI inh	m5-HT2A agonist	Exocytosis inh	ABCB6 inh MLPCN
Cc1nn2c(C(F)(F)F)cc(-c3ccc(Cl)cc3)nc2c1C(=O)N1CCOCC1	-10	0.0	1.9	-1	-4	8	0	3	7	107
CCOc1ccccc1NC(=O)C(OC(=O)c1cc(C)oc1C)c1ccccc1 (centres undefined)	0	0.2	0.8	-4	-4	-18	5	-6	-2	97
CCCc1nc2ccccc2c(=O)n1-c1c(C)n(C)n(-c2ccccc2)c1=O	18	-0.2	-2.4	0	.	-3	4	-1	0	97
NC(=O)COc1ccc(S(=O)(=O)N2CCCC2)cc1	-1	0.4	-0.2	1	-9	8	14	1	-5	93
COc1ccc(-c2[nH]ncc2CN2C[C@@H]3CCC[C@H]2C3)c(F)c1	-8	-0.2	0.7	-2	-5	0	4	-2	2	98
CC(C)=CCN1CCN(CCCn2cccn2)CC1CCO (centres undefined)	0	0.7	0.2	0	-4	1	6	1	-1	98
CC(C)N1CCN(Cc2cnc(N3CCCC3)s2)CC1CCO (centres undefined)	0	-0.1	-0.7	2	-7	3	0	-3	6	100
CC(C)c1nc(NCCO)c(C#N)c2c1CCCC2	-2	0.0	0.7	-8	-19	-8	4	0	1	102
COC(=O)c1cc(NC(=O)CC2SCCNC2=O)cc(C(=O)OC)c1 (centres undefined)	-13	-0.3	0.0	-1	-2	15	22	1	0	90
COc1ccc(CNC(=O)CCCSc2ccccc2)cc1	-4	0.0	0.2	-1	-4	-5	14	-4	26	101
CCOc1ccc(-n2nc3ccc(NC(=O)c4ccc5c(c4)OCCO5)cc3n2)cc1	-4	-0.4	-0.6	21	.	-4	-10	-2	1	99
Cc1cccc(N2C(=O)C3C4C=CC(C5CC45)C3C2=O)n1 (centres undefined)	1	-0.1	-0.5	1	-4	0	-43	2	2	100
CC1Cc2nc(SCC(=O)N3CCc4ccccc43)n(C)c(=O)c2S1 (centres undefined)	-2	0.6	-1.7	2	-2	-12	7	1	-1	90
O=C(COC(=O)[C@@H]1CC(O)CN1S(=O)(=O)c1ccc(Cl)cc1)NC(=O)NCc1ccccc1 (some centres undefined)	-11	-0.2	-0.4	2	-6	2	1	-1	-4	97
COc1ccc(Cc2c(-c3cccc(Br)c3)nc3c(C)cc(Br)cn23)c(C)c1	.	-0.2	1.8	0	-5	-1	.	-3	-2	102
Cc1ccc(C)c(S(=O)(=O)Nc2ccccc2C(=O)Nc2cc(C)on2)c1	-5	0.2	-1.2	-2	.	-11	4	4	-4	90
COc1ccc(C(=O)NCC2(N3CCCCC3)CCCCC2)cc1S(=O)(=O)N(C)C	8	-0.1	-0.3	-3	-3	2	-2	-2	0	177
COc1cccc(C(CNC(=O)c2ccc(Cl)c(S(=O)(=O)N3CCCC3)c2)N(C)C)c1 (centres undefined)	-9	0.4	-0.4	-4	-15	-4	-4	-11	-3	89
N#CC1(C#N)COC23CCCCC2C1(C#N)C(=N)O3 (centres undefined)	3	0.1	0.3	1	-7	2	-5	-1	-1	105
COc1ccc(OS(=O)(=O)c2c(C)noc2C)cc1	10	0.0	0.4	2	-16	8	-12	1	-4	98
O=[N+]([O-])c1ccccc1S(=O)(=O)NCc1ccco1	9	0.2	0.5	0	6	6	-5	1	-3	95
CCCCC(CC)C(=O)NCC(C)NC(=O)C(CC)CCCC (centres undefined)	8	0.0	0.7	0	-6	6	8	-2	-6	93
CCOc1ccccc1NC(=O)N1C2CCCC1CC(NC(=O)C1CC1)C2 (centres undefined)	6	0.2	1.8	2	-6	-5	-2	0	1	94
O=C(CSc1ccc(-c2cccnc2)nn1)N1CCCCC1	4	0.0	-0.2	1	-5	6	-4	-2	7	93
CC12CC(NC(=O)N1c1ccc(C(=O)N3CCN(c4ccc(F)cc4)CC3)cc1)c1ccccc1O2 (centres undefined)	13	-0.2	-3.9	-4	.	4	3	2	-3	92
Remaining list, next part
SMILES	Vif inh	aDG glyco up	hiPSC survival	N-glyco inh	CaV13 ICDI inh	H9c2 protect	PDI inh	m5-HT2A agonist	Exocytosis inh	ABCB6 inh MLPCN
Cn1c(=O)c2c(nc(NCCCO)n2C/C=C/c2ccccc2)n(C)c1=O	-24	-0.4	3.9	-4	.	62*	-4	-1	6	97
CC(C)CN(C(=O)C(c1ccccc1)c1ccccc1)c1c(N)n(CC(C)C)c(=O)[nH]c1=O	1	-0.3	1.7	0	0	-2	4	-1	0	96
O=C(CCC1CC(=O)Nc2ccccc21)NCc1ccccc1 (centres undefined)	-13	-0.1	-1.4	3	-7	4	-2	6	3	104
CCN(CC)CCn1c2c(c(SCC(=O)Nc3ccc(C)c(F)c3)nc1=O)CCCC2	5	-0.1	-0.4	-2	-5	4	-6	-17	6	102
COCc1ccc(CN2CCC(Oc3ccc(C(=O)NCc4ccccn4)cc3)CC2)o1	14	0.0	-0.5	-1	.	2	-4	-3	-3	97
O=C(Cn1c(C(=O)NCC2CCCO2)cc2sccc21)c1ccccc1 (centres undefined)	-13	0.0	-3.0	1	-8	2	1	-6	0	96
Cc1ccc(S(=O)(=O)Nc2ccc(NC(=O)c3ccc(F)cc3)cc2)cc1	-14	0.1	-1.8	-2	-2	-10	-7	-5	1	100
O=C1CC(NS(=O)(=O)c2cccnc2)CN1c1cccc(F)c1 (centres undefined)	-9	-0.1	-0.4	0	-6	-5	-2	9	2	98
COc1cccc(N2CCN(C(=O)c3ccc(CS(=O)Cc4ccc(Cl)cc4)o3)CC2)c1 (centres undefined)	-5	-0.1	0.5	-1	-5	5	-3	-9	2	96
O=C(NCc1ccco1)c1ccccc1Nc1ccc(F)cc1	2	0.1	-2.0	-3	-4	-7	11	-6	-1	101
CC(C)CN(C(=O)c1cccs1)C1CCS(=O)(=O)C1 (centres undefined)	-9	0.5	-0.6	0	-6	-2	-11	-3	-2	99
Cc1ccc(C(=O)Nc2nnc(-c3ccncc3)o2)cc1	3	0.1	-0.4	3	-2	6	-5	-1	-3	101
CCc1ccc(CNC(=O)C2CCN(c3nnc(C)c4c(C)n(-c5ccc(C)cc5)nc34)CC2)cc1	-19	0.7	-0.4	-6	.	-16	7	-11	25	104
Cc1c(C)n2c(SCC(=O)N3CCN(c4ccccc4)CC3)nnc2[nH]c1=O	-1	0.2	-0.1	4	-2	8	-16	-3	-2	98
Cc1ccc(SCCC(=O)NCCSCc2ccco2)cc1	0	0.1	-1.0	0	-5	0	-1	-4	4	97
CNC(=S)N(CCc1ccc(OC)c(OC)c1)Cc1cc2c(C)cc(C)cc2[nH]c1=O	-5	0.0	-0.1	1	-6	10	2	2	0	99
COc1cccc(S(=O)(=O)N(C)C[C@@H]2OCc3cnnn3CCCC(=O)N([C@H](C)CO)C[C@@H]2C)c1	-2	0.0	-1.8	1	-10	0	10	-1	-3	103
Cc1cc(NC(=O)c2ccco2)c(=O)n(Cc2cccc(C(F)(F)F)c2)c1	7	-0.1	0.3	2	-4	-4	5	-2	36	94
Cc1c(O)c(CN2CCCC2)cc2c3c(c(=O)oc12)CCC3	-1	-0.1	3.5	0	-5	8	-1	-5	-2	115
CCn1nc(C)c(NS(=O)(=O)c2ccccc2)c1C	0	0.2	1.7	0	-7	-2	8	-1	10	89
O=C(COC(=O)c1ccc(Cl)c(S(=O)(=O)N2CCCCC2)c1)NCC1CCCO1 (centres undefined)	-6	-0.2	-0.6	-1	-5	4	-5	7	2	97
COC(=O)c1ccc(CNC(=O)CNC(=O)c2sc3ccccc3c2Cl)cc1	1	0.0	-0.3	3	-17	-8	-9	-5	-3	96
COc1cc(C(=O)NC(=S)N(C)Cc2ccccc2)cc(OC)c1OC	-2	0.0	-0.5	0	3	3	-1	-1	-2	90
CCC(Sc1nc2ccncc2[nH]1)C(=O)Nc1ccc(C)c(Cl)c1 (centres undefined)	.	-0.1	0.0	-2	-5	-10	1	-2	3	99
COc1ccc(NC(=O)c2cccnc2NCCc2ccccc2)cc1	-2	-0.2	1.9	-7	-5	-12	-8	-3	4	98
More entries:
SMILES	Vif inh	aDG glyco up	hiPSC survival	N-glyco inh	CaV13 ICDI inh	H9c2 protect	PDI inh	m5-HT2A agonist	Exocytosis inh	ABCB6 inh MLPCN
CCOC(=O)C1CCN(C(=O)CN(c2ccc(OC)cc2)S(=O)(=O)c2c(C)nn(C)c2C)CC1	8	-0.2	1.1	-1	-5	9	.	11	-2	102
CCCC(C)C(=O)NCc1ccc2c(c1)OCO2 (centres undefined)	11	1.0	-3.0	2	.	4	-4	1	0	95
O=[N+]([O-])c1cccc(/C([O-])=C(/C(=S)Nc2ccccc2)[n+]2ccccc2)c1	-1	0.0	0.7	0	-4	1	10	2	1	98
Cc1nc2ccc(Br)cc2c(=O)n1Cc1cccs1	8	0.2	-0.5	-1	-5	-2	13	1	-3	103
COc1ccc(OC)c(NC(=O)CCNS(=O)(=O)c2cccc3nonc23)c1	-4	0.0	0.8	0	-7	0	1	5	-6	100
CC[N+](C)(CC)CC(=O)OCC1C(C)C=C(C)CC1C (centres undefined)	-4	-0.1	0.6	0	-5	-3	5	0	-5	111
c1ccc(-c2ccc(CNC3CC3)cc2)cc1	.	0.0	-0.2	-1	-4	6	-12	0	-1	98
N#C/C(=C\c1ccc(C(=O)O)cc1)S(=O)(=O)c1cc(Br)ccc1Br	11	-0.5	-0.5	-1	-1	-2	-3	2	5	103
Cc1nc(C)c(-c2ccnc(/N=C/NO)n2)s1	-8	0.0	-0.7	2	-5	-2	-2	0	7	95
Nc1nc(SCC(=O)Nc2ccc(Cl)c([N+](=O)[O-])c2)n[nH]1	0	0.0	-3.0	-2	-2	-12	-2	-7	-5	97
CC(=NCc1ccco1)c1c(C(F)(F)F)[nH]n(-c2nc3ccccc3s2)c1=O	4	-0.1	3.2	-13	-9	-9	1	4	1	94
Cc1nnc(SCC(=O)Nc2ccccc2C(=O)NC2CC2)s1	.	0.0	0.0	1	-5	4	2	2	-3	99
N#C/C(=C/c1ccc(N2CCOCC2)o1)c1nc2ccccc2[nH]1	i	-0.3	-2.6	-8	-3	-13	-2	0	2	116
Cc1cc(N/N=C/c2ccc(Cl)cc2Cl)nc(NCc2ccccc2)n1	-9	0.4	1.4	-9	-8	-12	-4	2	5	102

4 compounds from above, sorted by the value under ABCB6 inh MLPCN, low to high:
SMILES	ABCB6 inh MLPCN
Cc1ccc(C)c(S(=O)(=O)Nc2ccccc2C(=O)Nc2cc(C)on2)c1	90
O=C1CC(NS(=O)(=O)c2cccnc2)CN1c1cccc(F)c1 (centres undefined)	98
Cc1c(O)c(CN2CCCC2)cc2c3c(c(=O)oc12)CCC3	115
COc1ccc(C(=O)NCC2(N3CCCCC3)CCCCC2)cc1S(=O)(=O)N(C)C	177

A few values from above:
Exocytosis inh result of `COc1ccc(NC(=O)c2cccnc2NCCc2ccccc2)cc1` → 4
Exocytosis inh result of `CC(C)c1nc(NCCO)c(C#N)c2c1CCCC2` → 1
